Compound activity (PubChem BioAssay)
S3 lipid droplet = qHTS Assay for Lipid Storage Modulators in Drosophila S3 Cells. 320,000 compounds, 0.64% hits. Drosophila S3 cells, BODIPY lipid droplet fluorescence, 18-24 h; cells fed with added oleic acid. lipid storage change, negative = inhibition, % at the top dose, mostly 46.1 µM; hits show Potency in µM. AID 2685; active = well fitted inhibition curve with a large enough effect in the signal ratio, with a control signal flat, not every such curve was filed as active; inconclusive = small, poorly fitted or top-dose-only effect, or effect the other way, or a change in a side signal; the % refers to the signal ratio
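Laser-scanning cytometry quantifies lipid droplet accumulation (500–530 nm total intensity; droplet/cell object ratio) in oleic acid-fed (400 uM added) Drosophila S3 cells treated with a concentration series. 20 uM Triacsin C defined 100% inhibition.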
S3 lipid droplet cell count max = further read-out of S3 lipid droplet, marked with its call; cell number change, %; measured here: cell count max response;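 cells counted by Cell Tracker Red CMTPX staining in the red channel; peak over a dose series mostly up to 46.1 µM; percent activity relative to internal control wells on each plate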
* marks the source's active call; other numbers are inactive results; i = inactive; ? = inconclusive; · = no result given. % is set by controls: 0 for no effect and ±100 for the full control effect; potency is the fitted concentration of half-maximal effect. Some of the compounds tested, so the mix of outcomes need not match the whole.

S3 lipid droplet | S3 lipid droplet cell count max | SMILES
? | · | Cc1ccc2c(c1)c1c3n2CCCNC3CCC1 (centres undefined)
25% | 3 | COc1cc2cc(CN(CCN3CCCC3)C(=O)Nc3ccccc3Cl)c(=O)[nH]c2cc1OC
? | · | CCCCC/C=C/C1=CC(=O)C[C@H](c2ccc(OC)cc2)C1
-14% | -19 | CCCCC(=O)NCCNC(=O)c1cc(OCC(F)(F)F)ccc1OCC(F)(F)F
27% | 1 | Cc1cccc(C)c1NC(=O)C1CCCN1S(=O)(=O)c1ccccc1 (centres undefined)
0% | 14 | Cc1ccccc1NC1=C(C(=O)c2ccccc2)N(C)S(=O)(=O)c2ccccc21
? | · | CCCCN(C)C(=O)CCCCn1c(=O)[nH]c2cc(OCC)c(OCC)cc2c1=O
10% | · | C=CCn1c(SCC(=O)NC2CCCC2)nnc1-c1ccncc1
-9% | 11 | CCCCCC(=O)Nc1ccc(S(=O)(=O)Nc2ccc(Cl)nn2)cc1
? | · | NC(=O)CC(NC(=O)c1ccccc1)c1ccc(NCc2ccc(F)cc2)c([N+](=O)[O-])c1 (centres undefined)
? | · | Clc1ccc(-c2cc3ccccc3nc2N2CCCC2)cc1
2% | -5 | COc1ccccc1C(=O)COC(=O)c1ccc(Cl)nc1
13% | 13 | CCOc1ccc(CCNC(=O)COC(=O)COc2ccc(C(=O)CC)cc2)cc1OCC
? | · | O=C(Nc1ccc2oc(-c3ccccc3)nc2c1)C1CCCO1 (centres undefined)
i | 46 | CCOC(=O)N1CCN(C(=O)COc2ccc(Cl)cc2C)CC1
i | · | CCn1c(Cc2cccs2)nnc1SCC(=O)c1ccc(C)cc1
-9% | -2 | CCN(Cc1ccccc1)C(=O)CSc1nc(C)cc(C)c1C#N
? | · | C=CCn1c(N)c(C(=O)Nc2cccc(C)c2)c2nc3ccccc3nc21
? | · | COc1ccccc1CNC(=S)NCc1ccc(F)cc1
20% | -3 | COc1cc(C)c(C#N)c(OC)n1
0% | · | Cc1ccc(C)c2[nH]c(=O)c(CCNC(=O)c3ccco3)cc12
? | · | CCCCCCCCc1c(O)nc(-n2[nH]c(C)c(CCO)c2=O)[nH]c1=O
? | · | Cc1ccc(-n2cc(C(=O)O)c(=O)cc2C)c(C)c1
9% | · | Cc1nn(CC(=O)Nc2ccc(N3CCOCC3)cc2)c(C)c1Br
? | · | COc1ccc(CN(C)Cc2nc3cc(OC)c(OC)cc3c(=O)[nH]2)c(OC)c1
? | · | Cc1cc(NC(=S)NC(=O)C2CC2)ccc1Br
? | · | COc1ccc(-c2nc(CN(C)C(C)c3ccon3)c(C)o2)c(C)c1C (centres undefined)
? | · | COc1ccccc1CCC(=O)Oc1ccc(C#N)cc1OC
? | · | Cc1ccc(CNC(=O)N2CCN(S(=O)(=O)c3ccccc3)CC2)cc1
? | · | Cc1ccc(NC(=O)CSc2nnc(CNC(=O)c3ccccc3F)o2)cc1Cl
? | · | CSC1=C(C#N)C(c2ccncc2)C(C(=O)Nc2ccccc2)=C(C)N1 (centres undefined)
10% | 3 | C=CCNC(=O)CC1C(=O)NCCN1Cc1c(F)cccc1Cl (centres undefined)
1% | 4 | CCCCN(CC)Cc1ccc(CNC(=S)Nc2cccc(F)c2)o1
? | · | O=C(OCc1nnc(-c2ccccc2)o1)c1ccc2ccccc2n1
i | · | Cc1cccc(NC(=O)c2cc(NC(=O)C3CC=CCC3C(=O)O)ccc2N2CCOCC2)c1 (centres undefined)
? | · | Cc1nc2ncnn2c(N2CCCC(C(=O)Nc3ccc4c(c3)CCC4)C2)c1C (centres undefined)
1% | 3 | O=C(Cn1cnc2c(nnn2Cc2ccccc2F)c1=O)NCC1CCCO1 (centres undefined)
? | · | O=C(NCc1ccc2c(c1)CCO2)Nc1ccccc1
-9% | 3 | CN(CC(=O)NC1CC1)S(=O)(=O)c1ccc(Br)cc1
? | · | CCOc1ccc(NC(=O)COc2nsnc2N2CCCCC2)cc1
3% | · | CCOC(=O)N1CCN(C(=O)c2ccc(CNS(=O)(=O)c3ccc(OC)cc3)cc2)CC1
i | -28 | CCOc1ccccc1/C=N/NC(=O)c1cc(C(C)C)[nH]n1
? | · | O=C(NCc1ccc(Cl)cc1)c1noc2c1CCCC2
? | · | N/C(=N\O)c1ccccc1N1CCCCC1
? | · | CCOc1ccc(C(=O)NCC(=O)N2CCC3(CC2)NCCc2[nH]cnc23)cc1
? | · | N#Cc1nc(-c2cccc3ccccc23)oc1NCCN1CCOCC1
-13% | · | COCCN1C(=O)CS/C1=C(/C#N)C(=O)NCc1ccco1
? | · | CCCCn1nnnc1NCc1ccc(N(CC)CC)cc1
-7% | -15 | COc1cc(/C=C(\NC(C)=O)C(=O)O)cc(OC)c1OC
-20% | · | O=C(COc1ccc([N+](=O)[O-])cc1)NNC(=O)Nc1cccc(F)c1

Next section:
S3 lipid droplet | S3 lipid droplet cell count max | SMILES
-6% | 1 | COc1ccc(Cc2nnc(NC(=O)c3cc(OC)c(OC)c(OC)c3)s2)cc1
? | · | CCOC(=O)Nc1ccc2c(CN3CCN(S(=O)(=O)c4ccccc4F)CC3)cc(=O)oc2c1
61% | · | CCN(CC)S(=O)(=O)c1ccc(C(=O)NCC(c2ccc(OC)cc2)N2CCOCC2)cc1 (centres undefined)
18% | 1 | CC(C)C(c1nnnn1C(C)(C)C)N1CCN(Cc2cccnc2)CC1 (centres undefined)
16µM* | 8.7* | Cc1ccc(C(=O)NC(Cc2c[nH]c3ccccc23)C(=O)O)cc1 (centres undefined)
-14% | -14 | Nc1ccc(C(=O)Nc2ccc(OC(F)(F)C(F)F)c(NC(=O)c3ccc(N)cc3)c2)cc1
? | · | CC(=O)C1=C(C)NC(SCc2ccc(C#N)cc2)=C(C#N)C1c1ccco1 (centres undefined)
? | · | C[C@H](NC(=O)c1ccco1)C(=O)NC1CCCCCC1
4% | 26 | CSc1ccc(C(=O)C2CCCN(S(=O)(=O)N(C)C)C2)cc1 (centres undefined)
0% | -1 | CC(C)(C)C1CCC(=NNC(=O)c2cc3c(s2)CCCC3)CC1 (centres undefined)
-1% | 7 | Cc1cccc(C(=O)O/N=C/c2ccc(Br)cc2)c1
? | · | CC(=O)c1ccc(NC(=S)NC(NC(=O)c2ccco2)C(Cl)(Cl)Cl)cc1 (centres undefined)
i | 17 | Cc1cc([N+](=O)[O-])ccc1NC(=O)CCC(=O)N1CCCCC1
10% | 15 | COc1ccc(C(=O)NCC(=O)OCc2csc(-c3ccccc3)n2)cc1
11% | 3 | COCCNC(=O)CSc1nnc(NC(=O)C2CC(=O)N(c3ccccc3OC)C2)s1 (centres undefined)
-1% | 0 | CC(C)C(c1nnnn1Cc1ccc(F)cc1)N1CCN(C2CCCC2)CC1 (centres undefined)
19% | · | Cc1[nH]c(=S)c(C#N)c(C)c1Cc1ccc(Cl)cc1Cl
? | · | O=C(NCc1ccccn1)Nc1ccc(Cl)cc1Cl
? | · | Cc1cc(C)cc(NS(=O)(=O)c2cnc(Cl)c(Cl)c2)c1
? | · | COc1ccc(-c2sc3cc4c(cc3c2C#CC2(O)CCCCC2)OCO4)cc1
? | · | CC1CCc2sc(C(=O)OCC(=O)NCc3ccc(F)cc3)cc2C1 (centres undefined)
1% | -6 | CC(C)(C)c1ccc(/C=C2\SC(=O)N=C2N)cc1
? | · | O=C(CCC(=O)N1CCCCCC1)Nc1ccc([N+](=O)[O-])cc1
6% | -13 | Cc1ccc(-c2n[nH]c(=S)n2/N=C/c2ccncc2)cc1
? | · | CC1=C/C(=C(\c2cc(C)c(O)c(Br)c2)c2ccccc2S(=O)(=O)O)C=C(Br)C1=O
-8% | -4 | O=S(=O)(Nc1ccc(Cl)cn1)c1ccc(Cl)cc1
? | · | CC1N/C(=C\C(=O)c2ccccc2)N(O)C1(C)C (centres undefined)
-10% | -1 | O=C(C1=C[C@H](c2ccc(Br)cc2)C[C@H](OCCCCO)O1)N1CCN(Cc2ccccc2)CC1
i | · | c1ccc(CC2CCN(c3nnnn3-c3ccccc3)CC2)cc1
? | · | COc1ccc(-n2nc(C(=O)NCC(=O)N3CCC(C)CC3)c3ccccc3c2=O)c(OC)c1
-1% | -7 | CN(C)S(=O)(=O)c1cccc(-c2nn(-c3ccccc3)cc2/C=C2\SC(=S)N(CC(=O)O)C2=O)c1
-8% | 11 | Cc1ccc(NC(=O)COS(=O)c2ccc(C)cc2)cc1 (centres undefined)
? | · | COc1cc(CNC2CCCC2)c(Br)cc1OCc1ccccc1
-10% | 5 | O=S(=O)(Nc1ccc(Cl)cn1)c1cnc(Cl)c(Br)c1
-16% | -23 | Cc1ccccc1N1CCN(C(=S)c2ccc([N+](=O)[O-])cc2)CC1
7% | 18 | O=C(CNS(=O)(=O)c1ccccc1)N1CCN(C(=O)c2ccco2)CC1
-3% | 6 | COCCCNS(=O)(=O)c1cccc(S(=O)(=O)c2cccc(S(=O)(=O)NCCCOC)c2)c1
? | · | COc1ccc2c(c1)c1nc(SCC(C)C)n(CCO)c(=O)c1n2C
-5% | 17 | COC(=O)c1cn(C(=O)c2ccccc2)c2ccccc12
? | · | CCOc1ccc(N(CC(=O)NC2CCCC2)C(=O)CCC(=O)Nc2nccs2)cc1
-2% | -2 | Cc1cccc(C)c1NC(=O)C1c2cccc[n+]2CC(=O)N1Cc1ccc2c(c1)OCO2 (centres undefined)
7.3µM* | -5.2* | O=S(=O)(Nc1cccnc1)c1ccc(Br)c2ccccc12
i | · | Cc1ccc(C)c(C2=CSC3=NS(=O)(=O)CCN23)c1
? | · | CC(C)COP(=O)(c1ccc(N(C)C)cc1)C(O)c1ccccc1F (centres undefined)
i | -4 | c1ccc(CCn2nnnc2C(c2cccs2)N2CCOCC2)cc1 (centres undefined)
? | · | Cc1cc(OCCOc2cccc3cccnc23)cc(C)c1Cl
10% | 0 | COc1ccc(Cl)cc1C(=O)N1CCN(c2ccccn2)CC1
? | · | O=C(c1cc2cc(Br)ccc2oc1=O)N1CCCC1
i | · | CC1Cc2ccccc2N1C(=O)C1CC(=O)N(c2ccccc2)C1 (centres undefined)
? | · | Cc1cc(C)n(-c2nc3c(c(=O)[nH]c(=O)n3C)n2C(C)C)n1

The results go on.
S3 lipid droplet | S3 lipid droplet cell count max | SMILES
? | · | CCOC(=O)c1c(C=O)c2ccccc2n1CC
? | · | CCOC(=O)C1=C(C)N=c2s/c(=C\c3ccc(OCC(=O)O)cc3)c(=O)n2C1c1ccccc1OC (centres undefined)
-2% | 0 | Cc1ccc2c(c1)nnn2C1CCN(C(=O)C23CC4CC(CC(C4)C2)C3)CC1
-5% | 15 | Clc1ccc(Nc2c3c(nc4ncnn24)CCC3)cc1
-9% | -24 | CCCC(=O)Nc1nc(C)c(-c2csc(Nc3ccccc3OC)n2)s1
9% | -12 | CN(CC(=O)Nc1ccc(Cl)cc1)c1ccc(S(=O)(=O)N2CCCCC2)cc1[N+](=O)[O-]
5% | -8 | COCc1ccc([C@@H]2C[C@H]3CN(Cc4cccc(Cl)c4)C(=O)[C@]34CCCN24)o1
? | · | CN(C)S(=O)(=O)c1cccc(COc2ncnc3c(Cl)cc(Cl)cc23)c1
? | · | CN1CCN(/C=N/c2c(C#N)cnn2-c2ccccc2)CC1
-2% | -19 | COc1cc(NC(=S)N2CCN(c3ccccn3)CC2)cc(OC)c1
-5% | -24 | O=C1CSC(=S)N1N=C1CCCCCC1
i | 13 | CCn1c(SCC(=O)Nc2ccc(C(C)=O)cc2)nnc1C1CC1
? | · | CCOC(=O)CSc1nc(N)c(C#N)c(-c2ccc(OCC)cc2)c1C#N
? | · | COC(=O)c1cc(C)sc1NC(=O)C1CC(=O)NN1Cc1ccccc1 (centres undefined)
5% | 1 | COC(=O)CSc1snnc1-c1ccc(Cl)c(Cl)c1
? | · | CSc1cccc(NC(=O)c2c(Cl)cnn2C)c1
5% | 0 | Cc1cccc(NS(=O)(=O)c2cccc3nsnc23)c1

Entries listed so far containing fluorine (13):
S3 lipid droplet | S3 lipid droplet cell count max | SMILES
-14% | -19 | CCCCC(=O)NCCNC(=O)c1cc(OCC(F)(F)F)ccc1OCC(F)(F)F
? | · | NC(=O)CC(NC(=O)c1ccccc1)c1ccc(NCc2ccc(F)cc2)c([N+](=O)[O-])c1 (centres undefined)
? | · | COc1ccccc1CNC(=S)NCc1ccc(F)cc1
? | · | Cc1ccc(NC(=O)CSc2nnc(CNC(=O)c3ccccc3F)o2)cc1Cl
10% | 3 | C=CCNC(=O)CC1C(=O)NCCN1Cc1c(F)cccc1Cl (centres undefined)
1% | 4 | CCCCN(CC)Cc1ccc(CNC(=S)Nc2cccc(F)c2)o1
1% | 3 | O=C(Cn1cnc2c(nnn2Cc2ccccc2F)c1=O)NCC1CCCO1 (centres undefined)
-20% | · | O=C(COc1ccc([N+](=O)[O-])cc1)NNC(=O)Nc1cccc(F)c1
? | · | CCOC(=O)Nc1ccc2c(CN3CCN(S(=O)(=O)c4ccccc4F)CC3)cc(=O)oc2c1
-14% | -14 | Nc1ccc(C(=O)Nc2ccc(OC(F)(F)C(F)F)c(NC(=O)c3ccc(N)cc3)c2)cc1
-1% | 0 | CC(C)C(c1nnnn1Cc1ccc(F)cc1)N1CCN(C2CCCC2)CC1 (centres undefined)
? | · | CC1CCc2sc(C(=O)OCC(=O)NCc3ccc(F)cc3)cc2C1 (centres undefined)
? | · | CC(C)COP(=O)(c1ccc(N(C)C)cc1)C(O)c1ccccc1F (centres undefined)

Record cards, as listed above.
`COc1cc(CNC2CCCC2)c(Br)cc1OCc1ccccc1` is listed with S3 lipid droplet = ?; S3 lipid droplet cell count max = ·
`Cc1cc([N+](=O)[O-])ccc1NC(=O)CCC(=O)N1CCCCC1` is listed with S3 lipid droplet = i; S3 lipid droplet cell count max = 17
